Compound activity (PubChem)
SMARCA2 activ: SMARCA2 (BRM) function activators, primary screen, cell-based, luminescence, high throughput | MG213 cells, MMTV-luciferase reporter, dexamethasone, overnight | activation, % at 9.1 µM | 1% of 370,000 active; in the data active = activation above about 7.8%;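 note: 0% = vehicle wells and 100% = reference activator wells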
DAX1 inh-1: DAX1 (NR0B1) inhibitors on StAR promoter, primary screen, cell-based, luminescence, SF-1 (NR5A1), full-length DAX-1; HEK293T StAR-luciferase reporter, SF-1/DAX-1 repression relief; 1.1% of 370,000 active; inhibition, % at 6.8 µM; AID 652010, 2013;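 active = inhibition above the mean over all tested compounds plus 3 SD, cut at about 3.6% in these data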;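 note: 0% = DAX-1 cells with DMSO and 100% = cells lacking DAX-1 with DMSO; higher inhibition means more luminescence from relief of DAX-1 repression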
PG9 binder: binders of HIV-1 gp120 antibody PG9, primary screen, biochemical, TR-FRET | HIV-1 gp120 / PG9 antibody interaction | TR-FRET gp120-PG9 antibody binding | inhibition, % at 6.7 µM | 0.43% of 360,000 active | AID 624416, 2012; in the data active = inhibition above about 8.5%
ADAM10 inh: human ADAM10 inhibitors, primary screen, biochemical, QFRET, HTS; Disintegrin and metalloproteinase domain-containing protein 10 (Homo sapiens), O14672; recombinant ADAM10, EDANS/DABCYL FRET peptide cleavage, 3 h; inhibition, % at 7 µM; 0.62% of 370,000 active;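 active = inhibition above a per-campaign cutoff equal to the mean of compounds falling between control-based bounds plus 3 SD, cut at about 20% in these data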;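 note: 0% = DMSO wells while the 100% control is not disclosed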
Target sequence (O14672 214-748 limits assumed): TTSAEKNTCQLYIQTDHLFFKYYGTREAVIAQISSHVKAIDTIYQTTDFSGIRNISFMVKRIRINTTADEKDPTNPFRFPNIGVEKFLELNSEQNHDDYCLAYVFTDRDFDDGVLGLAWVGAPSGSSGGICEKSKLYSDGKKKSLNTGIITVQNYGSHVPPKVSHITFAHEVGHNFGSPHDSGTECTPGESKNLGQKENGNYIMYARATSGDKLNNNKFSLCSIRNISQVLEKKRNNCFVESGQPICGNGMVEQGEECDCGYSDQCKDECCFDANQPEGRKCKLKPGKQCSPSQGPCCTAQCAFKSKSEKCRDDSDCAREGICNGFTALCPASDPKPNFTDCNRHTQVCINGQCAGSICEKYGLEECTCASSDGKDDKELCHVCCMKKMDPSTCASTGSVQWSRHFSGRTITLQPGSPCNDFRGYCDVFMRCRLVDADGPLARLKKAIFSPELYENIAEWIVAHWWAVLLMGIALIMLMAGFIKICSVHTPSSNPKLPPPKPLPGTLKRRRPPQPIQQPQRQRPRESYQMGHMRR
ssDAF12 agonist: S. stercoralis DAF-12 nuclear receptor activators, primary screen, cell-based, luminescence, HEK293, GRIP1 co-expression, lit1-tk-luc | activation, % at 6.8 µM | HEK293 ssDAF-12/GRIP1 lit1-tk-luc reporter; % of 3 µM dafachronic acid response | Nuclear hormone receptor DAF-12 (Strongyloides stercoralis) | 1% of 370,000 active;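 active = activation above the mean over all tested compounds plus 3 SD, cut at about 0.9% in these data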;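 note: 0% = DMSO-only wells and 100% = 3 µM delta7-dafachronic acid wells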
DAX1 inh-2: DAX1 (NR0B1) inhibitors, primary screen, cell-based, HEK293, Gal4-DAX1, luciferase luminescence. 0.99% of 340,000 active. inhibition, % at 6.75 µM. AID 504766, 2011. Nuclear receptor subfamily 0 group B member 1 (Homo sapiens), P51843. HEK293 Gal4-DAX1 luciferase reporter;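 active = inhibition above the mean over all tested compounds plus 3 SD, cut at about 4.2% in these data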;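 note: 0% = DAX1-transfected cells with DMSO and 100% = empty-vector control cells with DMSO; inhibition shows as a rise in luminescence from relieved DAX1 repression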
hcDAF12 agonist: H. contortus DAF-12 nuclear receptor activators, primary screen, cell-based, luminescence, HEK293, lit1-tk-luc reporter; 1.4% of 370,000 active; AID 652067, 2013; HEK293 hcDAF-12 lit1-tk-luc reporter; 0% DMSO, 100% Δ7-dafachronic acid; activation, % at 6.8 µM;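 active = activation above the mean of all tested compounds plus 3 SD, cut at about 5.5% in these data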;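 note: 100% = response to 3 µM Δ7-dafachronic acid high control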
hgDAF12 agonist: H. glycines DAF-12 receptor agonists, primary screen, cell-based, luminescence, HEK293, GAL4 fusion, UAS-luciferase | Nuclear hormone receptor DAF-12 (Heterodera glycines), GAL4 fusion | HEK293 GAL4-hgDAF12 UAS-luciferase reporter, agonist luminescence; normalized to butyrate control | activation, % at 6.8 µM | 1.8% of 370,000 active | AID 687014, 2013;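 active = activation above a cutoff set at the mean of all screened compounds plus 3 SD, cut at about 10% in these data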;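 note: 0% = DMSO wells and 100% = sodium butyrate wells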
NPR1 activator: GC-A stimulated cGMP production enhancers – HEK293 GC-A cells, cGMP TR-FRET, EC30 ANP, primary screen | 0.14% of 370,000 active | AID 1671463, 2021 | activation, % at 10 µM | 0% at EC30 ANP, 100% saturating ANP | Atrial natriuretic peptide receptor 1 (Homo sapiens), P16066; in the data active = activation above about 40%
GAA850 FXN act: FXN promoter activators, primary screen, cell-based, luciferase luminescence, HEK293 lucGAA850; HEK293 lucGAA850 FXN promoter luciferase reporter, 24 h; percent of 10 µM SAHA response; 0.56% of 360,000 active; activation, % at 6 µM; AID 540364, 2011;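 active = activation above the average of all compounds screened plus 3 SD, cutoff fixed separately per campaign, cut at about 7.5% in these data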;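 note: 0% = DMSO wells and 100% = 10 µM SAHA wells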
ADAM17 inh: ADAM17 inhibitors, primary screen, biochemical, QFRET; Disintegrin and metalloproteinase domain-containing protein 17 (Homo sapiens), P78536; recombinant ADAM17, EDANS/DABCYL FRET peptide cleavage; AID 720648, 2013; inhibition, % at 6.95 µM; 0.83% of 370,000 active;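 active = inhibition above the mean of compounds lying between control limits plus 3 SD, set per campaign, cut at about 8.5% in these data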;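 note: 0% = DMSO-only wells as the low control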
Target sequence (P78536 215-824 limits assumed): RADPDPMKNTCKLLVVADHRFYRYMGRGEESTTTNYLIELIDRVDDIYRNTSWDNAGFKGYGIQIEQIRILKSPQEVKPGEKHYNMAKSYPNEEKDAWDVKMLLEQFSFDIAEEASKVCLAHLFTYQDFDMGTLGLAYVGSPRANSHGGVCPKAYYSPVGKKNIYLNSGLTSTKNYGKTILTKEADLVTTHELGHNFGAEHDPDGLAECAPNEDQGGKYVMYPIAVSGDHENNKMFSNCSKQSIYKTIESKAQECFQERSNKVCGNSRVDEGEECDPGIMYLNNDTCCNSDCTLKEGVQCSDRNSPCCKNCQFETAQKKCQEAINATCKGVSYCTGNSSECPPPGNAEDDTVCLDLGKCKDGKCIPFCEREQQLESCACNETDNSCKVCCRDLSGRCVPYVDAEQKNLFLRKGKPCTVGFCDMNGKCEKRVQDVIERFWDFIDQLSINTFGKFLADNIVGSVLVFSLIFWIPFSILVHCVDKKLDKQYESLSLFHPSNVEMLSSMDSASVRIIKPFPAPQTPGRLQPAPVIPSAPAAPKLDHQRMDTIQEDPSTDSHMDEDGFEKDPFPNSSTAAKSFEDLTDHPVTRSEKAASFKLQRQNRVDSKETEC
An asterisk follows results filed as active; i = inactive; . = not tested or not shown.

SMILES	SMARCA2 activ	DAX1 inh-1	PG9 binder	ADAM10 inh	ssDAF12 agonist	DAX1 inh-2	hcDAF12 agonist	hgDAF12 agonist	NPR1 activator	GAA850 FXN act	ADAM17 inh
Cc1cc(C)n(-c2nc(N(C)C)nc(N3CCOCC3)n2)n1	-3	-0.1	2.4	-3	-1.7	1.4	-0.7	-0.2	-1	-0.6	-5
COc1ccc(-n2c(SCC(=O)Nc3ccc(S(=O)(=O)Nc4nccs4)cc3)nnc2-c2cccs2)cc1	-5	-0.1	.	1	-1.1	.	-2.0	-1.6	-2	.	1
Cc1cccc2cc(C#N)c(N3CCN(C)CC3)nc12	-1	-0.2	-1.1	-122	-1.6	0.2	-1.1	-0.5	5	-0.7	-23
CC(C)[C@H](NC(=O)c1ccco1)C(=O)N(C)Cc1ccc(C(F)(F)F)cc1	-1	0.1	1.2	5	-1.5	-0.8	-2.3	-2.0	0	0.3	-1
O=C(c1ccc(CS(=O)c2ccccc2Cl)o1)N1CCOCC1 (centres undefined)	-2	0.2	-2.3	-3	-1.1	1.0	1.4	-1.7	2	1.1	-4
C/C(=N\NC(=O)c1nnn(-c2nonc2N)c1-c1cccs1)c1cccnc1	-1	-0.1	-1.0	-10	-0.9	1.4	-1.0	-0.4	3	-0.7	0
COc1ccc(-c2nnc(NC(=O)c3ccccc3C)o2)cc1	-1	-1.2	0.3	7	-1.8	0.0	-0.6	-1.2	-2	-1.6	0
COc1ccc2c(c1)c1ncn(CC3CCCO3)c(=O)c1n2C (centres undefined)	-2	0.2	0.9	i	-1.5	-0.9	-1.7	3.5	-3	0.2	i
Cc1cccc(NC(=O)CN2C(=O)S/C(=C\c3cccn3-c3cccc(C(=O)O)c3)C2=O)c1	-5	-0.5	-3.7	6	-1.1	-0.4	-1.0	3.3	-1	0.2	1
Cc1cc(C)c(C(=O)COC(=O)CN2C(=O)NC3(CCCC3)C2=O)cc1C	-2	-0.1	1.4	0	-1.3	1.4	0.3	-0.5	-1	1.5	-5
C[C@H]1CN([C@@H](C)CO)S(=O)(=O)c2ccc(Br)cc2O[C@H]1CN(C)C(=O)Cc1ccncc1	-4	0.5	-1.1	-13	-1.3	.	-0.7	0.9	0	.	-6
CSc1ccccc1C(=O)N1CCCCC1	-4	0.0	1.1	-5	-1.9	1.7	-0.3	-0.1	4	2.0	-7
COc1ccc(C(=O)C2CCCN(S(=O)(=O)c3cccc(C)c3)C2)c(C)c1 (centres undefined)	-3	-2.6	-1.2	14	-1.3	-0.2	-3.4	-2.8	-3	0.0	13*
Fc1ccc(/C=C2\CCCC3=C2Nc2ncnn2C3c2ccc(F)cc2)cc1 (centres undefined)	-2	0.0	-0.8	-13	-1.4	-2.9	-2.3	-3.5	-22	1.3	-3
O=C(Nc1ccccc1F)C1(c2ccccc2)CC1(Cl)Cl (centres undefined)	9.9*	0.0	-3.2	-6	-1.1	1.4	-2.4	2.0	-5	4.1	0
Cc1nc2sccn2c1-c1nc(-c2cc3ccccc3o2)cs1	2	-0.4	0.9	-13	-1.0	1.5	-1.4	0.4	6	2.2	-9
COc1ccc(C23CC4CC(CC(C(=O)O)(C4)C2)C3)c(F)c1	-1	0.5	0.0	5	-1.1	0.3	0.0	-1.3	-3	0.9	-2
N#Cc1cccc(C#N)c1Oc1ccc(N)cc1	-2	0.1	-0.9	-1	-0.7	0.2	-0.2	-0.5	-2	1.7	-1
Nc1c(N(Cc2ccccc2)C(=O)COc2cccc(Cl)c2)c(=O)[nH]c(=O)n1Cc1ccccc1	0	-0.3	-1.5	0	-1.0	-0.3	-1.8	1.7	0	-4.9	-1
CCNc1ccc(C(=O)OCC(=O)NCc2ccc(C)cc2)cc1[N+](=O)[O-]	-1	0.4	-0.2	-11	-0.9	-0.3	-1.0	0.7	-5	3.6	-3
N#Cc1cc[n+](CC(=O)c2ccc(NC(=O)c3ccccc3)cc2)cc1	-3	0.9	2.8	-21	-0.7	-0.5	-0.3	1.2	-1	1.4	-13
COc1cc2c3nc4n(c(=O)c3n(CC(=O)N3CCCC3)c2cc1OC)CCS4	-2	0.0	-2.1	-6	-1.2	-1.1	0.0	0.6	1	-1.1	-5
Cn1c(SCC(=O)NC2CC2)nnc1C(F)(F)F	-1	0.1	-0.5	1	-1.7	0.8	-1.6	-0.9	0	1.2	0
CCN1CCN(CCCNC(=O)C2c3ccccc3C(=O)N(c3ccc(OC)cc3)C2c2ccc(OC)cc2)CC1 (centres undefined)	-4	-0.1	1.4	-8	-1.1	-0.6	-0.9	-0.6	-1	0.9	-4
COc1cc(/C=C(/NC(=O)c2ccccc2)C(=O)N2CCN(C)CC2)c([N+](=O)[O-])cc1OC	-1	0.0	-0.4	-12	-0.2	0.1	0.4	0.6	-4	0.4	-5

(continued)
SMILES	SMARCA2 activ	DAX1 inh-1	PG9 binder	ADAM10 inh	ssDAF12 agonist	DAX1 inh-2	hcDAF12 agonist	hgDAF12 agonist	NPR1 activator	GAA850 FXN act	ADAM17 inh
CCN(CC)c1nc(N2CCOCC2)c(C#N)c2c1CN(C)CC2	1	0.0	1.4	-1	-1.5	-0.1	-0.3	-0.1	4	2.0	-2
NNC(=O)c1ccc(CN2C(=O)c3cccc4cccc2c34)cc1	-2	-0.5	-3.1	-40	-1.8	-1.4	-1.0	-4.0	-1	-1.6	-10
CN(Cc1nc2ccccc2c(=O)[nH]1)C(=O)c1cccc(S(=O)(=O)N2CCCC2)c1	-1	3.7*	1.5	-13	-0.7	1.4	-1.5	1.9	-1	1.2	4
Cc1ccc2[nH]c3c(=O)n(CCc4cnc[nH]4)cnc3c2c1	0	0.1	0.3	-215	-1.1	0.6	0.5	4.6	4	2.2	-71
Cc1ccc(C)c(N2CCN(CCCNC(=O)Cn3cccc3C(=O)c3ccccc3)CC2)c1	-4	-0.3	0.6	-8	-1.6	1.3	-2.6	-2.9	-30	-4.5	1
OCCC#Cc1ccc(CN2CCN(Cc3ccccc3)C(CCO)C2)cc1 (centres undefined)	-3	0.2	0.1	2	-0.9	-1.6	-0.7	-1.7	-1	-3.0	-2
CCCSc1ccc(-c2nn(-c3ccccc3)cc2/C=C(/C#N)C(=O)NCCCOC)cc1	0	-0.1	-1.1	1	-0.7	0.5	2.0	0.8	0	0.8	-1
CC(=O)c1cccc(S(=O)(=O)N2CCCC(c3nc(-c4ccc(C)o4)no3)C2)c1 (centres undefined)	3	-1.2	-1.5	5	-1.1	-0.9	-1.9	2.3	-1	-0.2	6
CN(CCC#N)C(=S)NC(=O)c1ccc(S(=O)(=O)N2CCOCC2)cc1	-5	0.2	-0.5	3	-1.6	1.0	2.4	0.2	-3	0.9	-7
COc1ccc(CNC(=O)COC(=O)c2cccn2C)cc1	1	0.4	1.3	-7	-0.6	3.3	0.9	6.6	-3	1.5	-4
COc1ccc2[nH]cc(S(=O)(=O)c3ccc(F)cc3)c(=O)c2c1	-1	-1.4	-0.5	-29	-0.9	-1.6	-1.4	-0.6	-1	-1.0	-5
O=C(CCC(=O)NC1CCN(Cc2ccccc2)CC1)NCc1ccco1	-3	0.6	-0.5	9	-0.8	0.4	2.4	-0.4	2	0.3	1
O=C(Cc1cccs1)Nc1nnc(-c2ccncc2)s1	-2	0.9	-2.0	-202	-1.2	0.5	-0.6	3.4	-2	-0.3	-59
Cc1nc2ccccc2cc1OCc1ccc(Cl)cc1	-5	-2.4	-1.3	7	-3.0	-2.5	-3.8	-3.3	12	-0.8	1
Cc1cc(NC(=O)c2c(-c3c(Cl)cccc3Cl)noc2C)n(C)n1	-2	0.3	-1.6	-2	-0.7	0.1	-0.4	-1.1	0	-1.4	-5
COc1ccc(C2(c3ccc(OC)cc3)NC(=O)N(CC(=O)NC3CCS(=O)(=O)C3)C2=O)cc1 (centres undefined)	-3	-0.9	-0.7	-19	-0.8	-0.4	1.6	-0.2	1	-0.2	-6
COc1ccc(NC(=O)CN(C)C(=O)c2ccc3[nH]c4c(c3c2)CC(C)CC4)cc1 (centres undefined)	-2	-0.7	-0.8	-2	-0.9	-0.6	-2.0	1.1	0	-0.6	2
Cn1c(=O)n(C)c2cc(NC(=O)COc3ccc(F)cc3F)ccc21	-1	-0.1	-0.7	-6	-1.5	1.7	0.1	-3.9	0	0.1	-5
COc1ccccc1C(=O)N/C(=C\c1cn(S(=O)(=O)N(C)C)c2ccccc12)C(=O)N1CCCC1	-1	-0.4	-1.2	3	-0.1	0.4	-1.2	-0.6	-3	0.5	-4
Cc1ccc(NC(=O)Nc2nnc(CSCCOc3ccc(Cl)cc3)s2)cc1	-6	-0.4	-0.1	-10	-1.3	-0.9	-0.4	-2.3	7	-1.2	-2
Cc1ccc(-c2n[nH]c(=O)c3ccccc23)cc1S(=O)(=O)NCCO	-3	0.8	-0.5	4	-1.2	-1.3	-0.5	-0.8	1	1.0	0
Cc1ccc(SCC(=O)O/N=C(\N)c2ccncc2)cc1	-1	0.1	1.4	-12	-1.0	0.1	-1.5	0.6	0	1.6	-1
O=C(ONC1=NCCCCC1)c1ccc(Cl)cc1	1	-1.3	1.5	-4	-0.9	-0.1	-1.4	1.8	12	-0.7	-5
O=C(Nc1nc(-c2cccs2)cs1)c1cccc(S(=O)(=O)N2CCCCC2)c1	-3	-2.4	-0.8	38*	-1.5	-2.2	-1.7	-2.7	0	1.5	16*
COc1ccc(C(=O)NCCc2nnc3ccc(SCC(=O)Nc4cc(C)on4)nn23)cc1	-2	0.2	0.4	-16	-1.5	1.9	0.5	1.1	-3	0.1	-3
CCCC(C)(C)C(=O)N1CCC1(C)C(=O)NS(=O)(=O)c1cccc(Cl)c1 (centres undefined)	-5	0.5	-0.7	-8	-1.3	.	0.1	-0.2	0	0.2	-5
COCCNC(=O)c1ccc(CN2CCC(Cc3ccccc3)CC2)cc1	-2	0.3	2.2	3	0.2	0.2	-1.6	-0.6	0	-0.5	0

A run of entries of the results above, for reference:
SMILES	SMARCA2 activ	DAX1 inh-1	PG9 binder	ADAM10 inh	ssDAF12 agonist	DAX1 inh-2	hcDAF12 agonist	hgDAF12 agonist	NPR1 activator	GAA850 FXN act	ADAM17 inh
COc1ccc(C2(c3ccc(OC)cc3)NC(=O)N(CC(=O)NC3CCS(=O)(=O)C3)C2=O)cc1 (centres undefined)	-3	-0.9	-0.7	-19	-0.8	-0.4	1.6	-0.2	1	-0.2	-6
COc1ccc(NC(=O)CN(C)C(=O)c2ccc3[nH]c4c(c3c2)CC(C)CC4)cc1 (centres undefined)	-2	-0.7	-0.8	-2	-0.9	-0.6	-2.0	1.1	0	-0.6	2
